# Rpn11 block – Rpn11 (human) deubiquitinase inhibition | human 26S proteasome, Ub4-pepOG fluorescence polarization; 20S core pre-blocked with epoxomicin | O00487 | calls only at 20 µM | 0.59% of 360,000 active;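 active = inhibition at 20 µM, scaled to each plate's controls, above about 33%, limit read from the data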
# CendR NRP1 mod – modulators of CendR peptide binding to human neuropilin-1. FAM-RPARPAR peptide binding to NRP-1, fluorescence polarization. inhibition, % at 25 µM. 0.85% of 360,000 active. AID 602438;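 active = inhibition or corrected inhibition above about 18%, plus a signal ratio from 0.5 to 1.5, limit read from the data, passing the limit was not always enough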; also: strong numbers were not always called active
# Scp-1 inhibitor – Scp-1 (human) phosphatase inhibition | 0.88% of 340,000 active | AID 493091 | Recombinant Scp1, phosphopeptide, malachite green phosphate absorbance | inhibition, % at 20 µM;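 active = inhibition above about 50% at 20 µM, limit read from the data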;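 also: plate controls were DMSO wells with enzyme for no effect and wells lacking enzyme for full effect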
#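 Test system: SCP-1 catalytic domain; Buffer or medium: Acidic Tris acetate buffer with magnesium and detergent; Also added: Phosphorylated 17-residue peptide substrate; Compound: single 20 µM dose, 1% DMSO; Schedule: enzyme reaction 45 min at room temperature, colour 5 min, stabilisation 30 min; Signal: Phosphate-binding colour reagent, absorbance read at 630 nm.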
# SUMO1 PPI mod – SUMO1-SIM interaction modulation; inhibition, % at 20 µM; P63165; SUMO1 binding to a labelled peptide, TR-FRET, 1 h; 0.33% of 360,000 active; in the data active = inhibition above about 37%
# STEP inh – STEP (human) phosphatase inhibition. 0.25% of 360,000 active. P54829. recombinant STEP, OMFP fluorogenic substrate, fluorescence. inhibition, % at 20 µM;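 active = inhibition at 20 µM, scaled per plate between control wells, above about 37%, limit read from the data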;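 also: 0% = DMSO with enzyme and substrate and 100% = substrate only without enzyme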
#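 System: STEP (striatal-enriched tyrosine phosphatase) enzyme, cell-free; medium: Bis-Tris pH 6.0 buffer with DTT, detergent; dosing: 20 µM, 1% DMSO; times: reaction 20 min, ambient temperature; detection: fluorescence, 480/540 nm; read-out basis: normalized % inhibition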
# LMPTP inh – LMPTP (human) inhibition. P24666. 0.22% of 360,000 active. AID 651560. recombinant LMPTP-A, OMFP fluorogenic substrate, fluorescence intensity. inhibition, % at 20 µM;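 active = compounds that cut the enzyme signal by at least half of the control window in the single-dose screen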;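 also: plate controls were DMSO wells with enzyme plus substrate for no effect and substrate without enzyme for full effect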
#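 Test system: LMPTP-A phosphatase enzyme; input: 0.625 nM LMPTP-A final; reagent: OMFP substrate, 400 µM final; compound dosing: 20 µM single dose, 3% DMSO; incubation: 50 min dark incubation at room temperature; measured by: endpoint fluorescence intensity from OMFP dephosphorylation; measure: % inhibition relative to no-enzyme and uninhibited control wells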
# NadD block – inhibitors of Staphylococcus aureus NadD; inhibition, % at 20 µM; purified NadD enzyme, colorimetric absorbance read-out; 0.78% of 360,000 active; in the data active = inhibition above about 26%; also: some compounds past the cut are filed as inactive
# DNMT1 inh – inhibitors of human DNMT1. inhibition (reported as % activation of signal), % at 10 µM. 0.83% of 360,000 active. DNMT1 molecular beacon, Hinp1I cleavage, fluorescence; in the data active = inhibition above about 50%
# Target sequence (P26358 504-1616 limits assumed): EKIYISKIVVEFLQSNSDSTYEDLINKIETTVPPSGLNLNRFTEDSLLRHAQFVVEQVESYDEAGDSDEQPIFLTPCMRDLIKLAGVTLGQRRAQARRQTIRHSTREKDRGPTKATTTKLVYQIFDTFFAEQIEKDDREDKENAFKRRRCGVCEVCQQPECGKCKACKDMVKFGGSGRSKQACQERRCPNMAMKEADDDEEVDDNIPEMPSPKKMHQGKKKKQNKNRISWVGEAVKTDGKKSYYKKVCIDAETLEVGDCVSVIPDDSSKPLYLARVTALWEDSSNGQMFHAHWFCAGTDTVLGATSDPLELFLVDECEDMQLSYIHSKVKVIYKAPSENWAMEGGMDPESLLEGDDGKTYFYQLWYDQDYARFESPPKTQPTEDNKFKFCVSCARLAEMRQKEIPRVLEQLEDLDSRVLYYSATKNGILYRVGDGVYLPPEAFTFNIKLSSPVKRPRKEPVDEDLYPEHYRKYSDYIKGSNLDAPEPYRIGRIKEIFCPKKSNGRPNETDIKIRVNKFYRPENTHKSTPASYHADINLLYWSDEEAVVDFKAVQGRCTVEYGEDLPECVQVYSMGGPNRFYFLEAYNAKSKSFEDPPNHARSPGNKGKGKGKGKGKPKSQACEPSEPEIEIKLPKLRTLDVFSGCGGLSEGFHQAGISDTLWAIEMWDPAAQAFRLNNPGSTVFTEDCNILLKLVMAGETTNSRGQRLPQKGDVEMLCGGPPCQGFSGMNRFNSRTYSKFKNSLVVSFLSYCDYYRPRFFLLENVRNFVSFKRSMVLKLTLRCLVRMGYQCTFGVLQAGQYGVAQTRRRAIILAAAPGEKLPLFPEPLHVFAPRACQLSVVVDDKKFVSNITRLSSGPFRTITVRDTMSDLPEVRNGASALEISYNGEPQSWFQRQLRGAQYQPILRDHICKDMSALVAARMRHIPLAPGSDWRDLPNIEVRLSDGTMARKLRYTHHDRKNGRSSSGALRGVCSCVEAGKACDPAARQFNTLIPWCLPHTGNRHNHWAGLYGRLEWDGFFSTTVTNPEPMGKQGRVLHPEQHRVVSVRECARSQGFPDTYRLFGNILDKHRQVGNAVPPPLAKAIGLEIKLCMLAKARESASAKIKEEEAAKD
# MT1-MMP act inh – blocks activation of human MT1-MMP. P50281. GFP/RFP ratio change, % at 20 µM. 0.061% of 360,000 active. AID 651647. HT1080 RFP-PRO-GFP cells, GFP/RFP ratio fluorescence, overnight; percent of plate control window, DMSO zero;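 active = GFP/RFP ratio change of at least 30% with cell ATP level not reduced by more than half and red fluorescence within 50% of control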; also: strong numbers were not always called active
#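 Material – HT1080 RFP-PRO-GFP cells · Control set – DMSO wells and RFP-L50D-GFP cells · Incubation – overnight cell settling, then overnight compound exposure, 37 °C, 5% CO2 · Compound dosing – single-point 20 µM compound, 1% DMSO · Read-out – GFP/RFP fluorescence ratio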
# SKN-1 inh – blocks SKN-1 activity in C. elegans. C. elegans VP596 Pgst-4::GFP/RFP ratio, acrylamide-induced, 24 h. inhibition, % at 21.8 µM. 0.49% of 360,000 active;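 active = interference check ratio from 0.5 to 1.5 plus GFP to RFP signal ratio inhibition reaching or exceeding a fixed threshold, cut at about 30% in these data, passing the limit was not always enough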; also: some compounds called inactive have numbers as strong as hits
# The depositor's hits bear a star; i = inactive; / = not tested or not shown; + = active, no number.
SMILES,Rpn11 block,CendR NRP1 mod,Scp-1 inhibitor,SUMO1 PPI mod,STEP inh,LMPTP inh,NadD block,DNMT1 inh,MT1-MMP act inh,SKN-1 inh
C/C=C(\C)C(=O)N[C@@H](C)CN1C2=NC[C@H](C(C)C)N2C[C@H]1Cc1ccc(OC)cc1,i,1,2,-4,0,-1.4,-1,19,-1,4
COC(=O)c1ccc(SCC(=O)NC2CCCC2)c([N+](=O)[O-])c1,i,-2,-12,-21,0,-0.4,-5,1,1,12
CCOc1ccc(NC(=O)Nc2ccc3nccnc3c2)cc1,i,19,-12,-10,2,-1.6,-3,-9,1,19
C=CCOc1ccccc1CN1CCC(n2nccc2NC(=O)c2ccccc2)CC1,i,9,1,-2,-4,-0.6,-5,-4,0,15
C[C@@H]1CN([C@@H](C)CO)S(=O)(=O)c2ccc(Br)cc2O[C@H]1CN(C)Cc1ccccn1,i,2,/,3,-3,-2.2,-6,2,1,7
Cc1ccc(-c2csc3ncnc(-n4nnc5ccccc54)c23)cc1C,i,10,-7,-3,2,-0.7,-3,6,1,7
COc1ccc(N=C2SCC(=O)N2c2ccc(OC)cc2)cc1,i,4,1,-4,-2,-1.0,-6,-1,6,2
FC(F)(F)c1cccc(NC(=S)N(CCCN2CCCC2)Cc2cccn2Cc2ccc(Cl)cc2)c1,i,10,11,-34,13,6.8,-1,4,-4,-3
CCOCC(=O)Nc1cc(C(=O)OC)cc(C(=O)OC)c1,i,2,2,6,-3,-1.3,-2,2,-2,3
CCn1c(=O)cc(SCC(=O)NCc2cccnc2)c2ccccc21,i,6,0,-2,2,-2.1,0,0,6,-7
CC1(C)OC(=O)C(=NNc2ccccc2)C(=O)O1,i,-6,2,-14,-1,-2.4,-2,5,1,4
Cn1c(SCC(=O)N2CCOCC2)nc(O)cc1=O,i,-6,-3,-5,-1,0.5,2,2,6,7
COc1ccc(N2CCN(C(=O)CNS(=O)(=O)c3ccc(C)cc3)CC2)cc1,i,6,-8,2,-2,-0.4,-2,-2,0,-9
Cc1ccc(-c2nnc(SCC(=O)NCC3CCCO3)n2C)cc1 (stereo not drawn),i,11,5,0,-5,-2.9,-5,2,-1,8
CCOC(=O)c1c(C)[nH]c(C(=O)COC(=O)C2CC2)c1C,i,9,6,0,0,-0.5,-2,3,-2,-8

# Shown with each value named: entries from further up
> CCOC(=O)c1c(C)[nH]c(C(=O)COC(=O)C2CC2)c1C
  Rpn11 block: i; CendR NRP1 mod: 9; Scp-1 inhibitor: 6; SUMO1 PPI mod: 0; STEP inh: 0; LMPTP inh: -0.5; NadD block: -2; DNMT1 inh: 3; MT1-MMP act inh: -2; SKN-1 inh: -8
> Cn1c(SCC(=O)N2CCOCC2)nc(O)cc1=O
  Rpn11 block: i; CendR NRP1 mod: -6; Scp-1 inhibitor: -3; SUMO1 PPI mod: -5; STEP inh: -1; LMPTP inh: 0.5; NadD block: 2; DNMT1 inh: 2; MT1-MMP act inh: 6; SKN-1 inh: 7

# Other entries follow.
SMILES,Rpn11 block,CendR NRP1 mod,Scp-1 inhibitor,SUMO1 PPI mod,STEP inh,LMPTP inh,NadD block,DNMT1 inh,MT1-MMP act inh,SKN-1 inh
O=C(C1=NOC2(C1)C(=O)N(Cc1ccccc1)c1ccccc12)N1CCOCC1 (stereo not drawn),/,-12,/,3,/,-1.8,-2,/,1,7
O=C(CNC(=O)c1ccc([N+](=O)[O-])cc1)N/N=C\c1ccc(OC(=O)c2ccccc2)cc1,i,-2,-5,-7,1,2.2,22,85*,6,14
CN(C)c1ccc(/C=C(\NC(=O)c2ccccc2)C(=O)NCc2cccnc2)cc1,i,-116,-5,-4,-2,-1.2,-4,0,3,9
CCc1ccc(Oc2cc(C)nc(N)n2)cc1,i,-6,-1,2,-5,0.5,-7,0,-1,11
Cc1ccc(Cl)cc1NC1=NC(=S)N(C(C)C)C12CCCCC2,i,-4,1,2,1,-0.2,5,-1,-33,1
Cc1ccc2[nH]c(=O)c(CC(=O)O)c(-c3ccccc3)c2c1,i,12,1,4,1,-1.1,-5,0,3,6
COc1cc(/C=C2\SC(c3ccc(C)cc3)=NC2=O)ccc1O,+,-14,18,-8,-4,3.6,15,-6,2,-4
O=C(CNC(=O)c1cc(-c2ccccc2)nn1-c1ccccc1)Nc1ccccc1Br,i,6,-2,1,2,2.4,10,-3,0,4
N#Cc1nc(COc2ccccc2F)oc1N1CCCCCC1,i,6,3,1,0,0.2,-4,1,1,-18
CCCc1nc(NCc2ccc3c(c2)OCO3)c2nnn(Cc3ccccc3Cl)c2n1,i,1,4,-5,-8,0.9,9,42,-1,-7
O=C(/C=C1\SC(=O)N(CC(=O)Nc2ccc(Cl)cc2)C1=O)Nc1ccc(F)cc1,i,-4,-4,-1,-4,-0.6,7,-3,1,9
O=C(NCc1ccccc1Br)c1cccc2c1C(=O)c1ccc(N3CCC(Cc4ccccc4)CC3)cc1S2(=O)=O,/,-53,-11,-3,-1,2.7,33*,21,-103,13
CCOc1ccc(NC(=O)CSCc2cnn(-c3ccccc3)c2-n2cccc2)cc1,i,-3,-11,-8,-1,1.5,-13,3,-1,12
COC(=O)c1ccc(CN2CCCC(CO)(Cc3ccc(F)cc3F)C2)cc1 (stereo not drawn),i,-15,6,0,-1,-1.5,-2,-1,2,3
CCN(CC)c1ccc(/C=C(\C#N)C(N)=S)cc1,/,-86,11,-157,-3,16,-7,1,-82,28

# Reprinted at random: 6 records from the list.
SMILES,Rpn11 block,CendR NRP1 mod,Scp-1 inhibitor,SUMO1 PPI mod,STEP inh,LMPTP inh,NadD block,DNMT1 inh,MT1-MMP act inh,SKN-1 inh
O=C(CNC(=O)c1ccc([N+](=O)[O-])cc1)N/N=C\c1ccc(OC(=O)c2ccccc2)cc1,i,-2,-5,-7,1,2.2,22,85*,6,14
CCc1ccc(Oc2cc(C)nc(N)n2)cc1,i,-6,-1,2,-5,0.5,-7,0,-1,11
Cc1ccc(-c2csc3ncnc(-n4nnc5ccccc54)c23)cc1C,i,10,-7,-3,2,-0.7,-3,6,1,7
O=C(NCc1ccccc1Br)c1cccc2c1C(=O)c1ccc(N3CCC(Cc4ccccc4)CC3)cc1S2(=O)=O,/,-53,-11,-3,-1,2.7,33*,21,-103,13
CCOc1ccc(NC(=O)Nc2ccc3nccnc3c2)cc1,i,19,-12,-10,2,-1.6,-3,-9,1,19
FC(F)(F)c1cccc(NC(=S)N(CCCN2CCCC2)Cc2cccn2Cc2ccc(Cl)cc2)c1,i,10,11,-34,13,6.8,-1,4,-4,-3

# (listing goes on)
SMILES,Rpn11 block,CendR NRP1 mod,Scp-1 inhibitor,SUMO1 PPI mod,STEP inh,LMPTP inh,NadD block,DNMT1 inh,MT1-MMP act inh,SKN-1 inh
O=C(CCc1nnc(CCCCc2ccccc2)o1)NC1CCCC1,i,-12,19,1,-2,-0.2,-7,2,2,-6
O=C(O)/C(=C\c1ccccc1Cl)c1ccc(S(=O)(=O)N2CCCCC2)s1,i,-11,4,0,0,0.4,8,-1,0,5
CCC(COC(C)=O)Nc1nc2c([nH]1)c(=O)n(C)c(=O)n2C (stereo not drawn),i,7,-10,0,0,-1.4,0,0,0,2
CCCCN(C(=O)/C=C/c1ccco1)c1c(N)n(Cc2ccccc2)c(=O)[nH]c1=O,i,-4,41,-6,3,-2.8,-1,0,4,2
O=C(NNC(=S)NCCCN1CCOCC1)c1ccncc1,i,-2,-8,2,-4,-1.3,10,1,6,-13
COc1ccc(C2=NCC(CSc3nnc(-c4ccc5c(c4)OCO5)o3)S2)cc1 (stereo not drawn),i,-2,2,-4,1,1.4,-4,-4,-5,-4
O=C(N/N=C/c1ccc(OC(=O)c2ccco2)cc1)c1ccccn1,i,2,-6,-8,0,-1.2,0,-1,-1,-5
COc1ccccc1C1C(C(=O)c2ccco2)=C(O)C(=O)N1c1cc(C)on1 (stereo not drawn),i,12,-7,-11,1,-1.4,5,2,7,-6
Cc1noc(C)c1C(=O)OCC(=O)Nc1ccccc1C(=O)NC(C)c1ccccc1 (stereo not drawn),i,7,-6,2,0,0.8,-5,-3,12,9
O=C(c1ccc(S(=O)(=O)N2CCOCC2)cc1)N1CCN(c2cccc(Cl)c2)CC1,i,4,-3,-4,0,-0.2,0,-3,1,-31
Cc1ccc(C)c(C(=O)N(C)CC(=O)Nc2ccccc2C(F)(F)F)c1,i,-8,-3,-1,0,-0.2,-3,-2,2,-6
COC(=O)c1sc2nc[nH]c(=O)c2c1C,i,-6,1,6,-3,0.5,0,3,0,5
CCC(Oc1ccc(C)c(C)c1)C(=O)N1CCCN(C)CC1 (stereo not drawn),i,8,-8,-4,0,-1.6,-4,4,-4,-4
CCCCCCn1cc(CN(C)C2CN(Cc3cn(CCCCCC)nn3)S(=O)(=O)C2)nn1 (stereo not drawn),/,-4,/,2,/,-0.8,-5,/,1,7
CC(C)(C)NC(=O)C1N(c2cccnc2)C(=O)C2C(C(=O)Nc3ccccc3)C3(C)C=CC21O3 (stereo not drawn),i,1,3,3,-1,-1.4,-1,1,-2,5
O=C(Cn1ccc(NC(=O)OCc2ccccc2)nc1=O)NCc1ccccn1,i,3,-6,-6,0,0.1,-3,8,1,0

# High-throughput results: PubChem, Sanford-Burnham Center for Chemical Genomics
